Source: PubChem BioAssay (several laboratories)
Myeloid diff MLP: myeloid differentiation induction | ER-HoxA9 myeloid progenitors, lysozyme-GFP differentiation, flow cytometry | calls only at 10 µM | 1% of 360,000 active | AID 624256;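 active means normalized GFP-positive differentiation at or above the plate's own cutoff, the solvent-only control mean plus 3 SD; inconclusive means no clear call, values can overlap the other calls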;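 further: cells exposed to compound for four days before flow analysis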
NS5 inhibitors: flavivirus cap methylation enzyme inhibition – biochemical, confirmation dose response, primary screen (AID 588689) | 0.3% of 340,000 active | inhibition, % at 25 µM, or IC50 in µM where a hit was titrated | Dengue-2 NS5 methyltransferase capping enzyme assay, biochemical; higher % means a stronger effect; in the data active means a potency from the dose series; inconclusive means inhibition above about 29% without an active follow-up result
NS5 inhibitors pilot replicate: also measured in NS5 inhibitors; calls as there; inhibition, %; measured here: pilot screen replicate inhibition
Myeloid diff MLP GFP+ MAC1+ %: recorded beside Myeloid diff MLP, whose call it bears; GFP+ MAC1+ double positive, %; measured here: differentiation confirmed by MAC1 staining
Starred values were filed as active, the others as inactive; i = inactive; ? = inconclusive; . = no result given; + = active, no number. A portion of the library, so the mix of outcomes need not match the whole.

SMILES | Myeloid diff MLP | Myeloid diff MLP GFP+ MAC1+ % | NS5 inhibitors | others
O=C(Oc1ccc(F)c(F)c1)c1ccc2c(=O)n3c(nc2c1)CCC3 | i | 0.5 | -4%
CN(CC(=O)Nc1ccc(F)c(F)c1F)C(=O)CCCc1nc2ccccc2c(=O)[nH]1 | i | 0.5 | -1%
O=C(NCCS(=O)(=O)N1CCN(c2ccccc2)CC1)C1CCCC1 | i | 0.7 | -8%
Cc1cc(C(=O)OCC(=O)NCCc2ccccc2)c2ccccc2n1 | i | 1.6 | -10%
O=C(CCC(=O)c1cccs1)NNC(=O)c1ccccc1Cl | i | 0.3 | 2%
CC(=O)c1ccc(-c2ccc(C(=O)N(C)Cc3nc4ccccc4c(=O)[nH]3)o2)cc1 | i | 0.6 | -3%
CN(C(=O)c1cccc(NC(=O)Cc2ccc(NC(=O)C3CCCN(C(=O)C4CCCC4)C3)cc2)c1)C1CCC1 (stereo unspecified) | i | 0.5 | -5% | NS5 inhibitors pilot replicate=2.1
CCCCn1c(N)c(N(CCOC)C(=O)c2ccc(-c3cccc(C(F)(F)F)c3)o2)c(=O)[nH]c1=O | i | 1.1 | -9%
CCOc1ccc(S(=O)(=O)N2CCN(C(=O)Cc3n[nH]c(=O)c4ccccc34)CC2)cc1 | i | 0.6 | 3%
CCCCCCC[C@@H](C/C=C/CCC(=O)N(C)C/C(=C/Cl)C/C(=C\C(=O)N1C[C@H](O)CC1=O)OC)OC | i | 0.4 | -1%
CCCCn1c(N)c(N(CC(C)C)C(=O)CSc2ccccc2C)c(=O)[nH]c1=O | i | 0.5 | 0%
CCC(c1nnc(SC(C)C(=O)NC2CC2)n1-c1ccc(OC)cc1)N(C)C (stereo unspecified) | i | 0.3 | -3%
O=C(O)c1cccc2c1-c1ccc([N+](=O)[O-])cc1C2=O | i | 0.8 | 1%
Cc1ccc(NC(=O)c2ccc3c(=O)n4c(nc3c2)CCC4)cc1F | i | 1.4 | 1%
CCOc1ccc(CN2C(=O)c3ccccc3C2=O)cc1C(=O)NC1CC(C)(C)NC(C)(C)C1 | i | 8.9 | -4%
CSc1nc2c([nH]1)c(=S)n(C)c(=O)n2C | i | 0.1 | 3%
CCN(CC)S(=O)(=O)c1ccc(OC)c(NC(=O)c2cc([N+](=O)[O-])ccc2N2CCOCC2)c1 | i | 0.5 | -2%
Oc1ccc(Cc2ccccc2Cl)c(O)c1 | i | 0.7 | 10%
Cc1ccc(S(=O)(=O)CCC(=O)OCC(=O)Nc2ccc(N3CCOCC3)cc2)cc1 | i | 0.4 | -5%
CC(=O)c1ccc(OC(C)C(=O)OCC(=O)NCCc2ccccc2)cc1 (stereo unspecified) | i | 1.4 | -4%
CC(CNC(=O)CN1C(=O)NC2(CCCCC2)C1=O)c1ccccc1 (stereo unspecified) | i | 0.4 | -5%
COc1ccccc1C(=O)NCCCNc1nc2cc(C)cc(C)c2cc1C#N | i | 2.8 | 2%
Cc1sc2ncnc(SCC(=O)Nc3ccc(S(=O)(=O)N4CCOCC4)cc3)c2c1C | i | 0.9 | 2%
COc1cccc(CNC(=O)COC(=O)C2CCN(c3ccc(C(F)(F)F)cn3)CC2)c1 | i | 0.9 | -2%
N#Cc1c(C(F)(F)F)cc(Cc2ccccc2)nc1SCC(=O)NCC(=O)O | i | 0.4 | -6%
Cc1cccc(NS(=O)(=O)c2cccc(C(=O)N3CCN(S(=O)(=O)c4ccccc4)CC3)c2)c1 | i | 1.0 | -4%
COc1cc2c(c3ccccc13)CCCC2=O | i | 0.6 | -5%
C#CCOCCOCCOCCNc1nc(N2CCN(C(=O)Cn3cc(CCO)nn3)CC2)nc(N2CCN(C(=O)[C@H]([C@@H](C)CC)n3cc(CCCCN)nn3)CC2)n1 | i | 2.1 | -16%
Cc1cc(NS(=O)(=O)c2ccc(NC(=O)c3ccc([N+](=O)[O-])s3)cc2)nc(C)n1 | i | 0.3 | -11%
O=C(CSc1ccc(Cl)cc1)NC(=O)NC1CCCC1 | i | 0.6 | 6%
CCCCN(C(=O)CC1CCCC1)c1c(N)n(CCC)c(=O)[nH]c1=O | i | 0.5 | -6%
CC(=O)N1CCN(CC(=O)Nc2cccc(S(=O)(=O)N3CCCCC3)c2)CC1 | i | 1.1 | -5%
O=C(Nc1ncn[nH]1)c1ccc(Cl)c(Cl)c1 | i | 0.5 | -1%
CCCNC(=O)c1onc(CSc2ccc(F)cc2)c1C(=O)NCCOC | i | 0.5 | -6%
Nc1cc([N+](=O)[O-])ccc1OCc1ccccc1 | i | 1.3 | -6%
O=C(c1ccc(C(F)(F)F)cc1)N1CCC(=O)N(C(CO)Cc2ccccc2)CC1 (stereo unspecified) | i | 4.8 | -11%
CC(=O)Nc1ccc(S(=O)(=O)NCC(=O)OCC(=O)N2CCCCCC2)cc1 | i | 1.1 | -3%
O=C(Nc1ccn(CCCN2CCN(Cc3cccc4ccccc34)CC2)c(=O)n1)OCc1ccccc1 | i | 0.7 | 1%
COc1cc(C(=O)NCC(c2ccco2)N2CCOCC2)cc(OC)c1OC (stereo unspecified) | i | 1.2 | -4%
O=C(COc1ccc(F)cc1Br)NCc1nnc2ccccn12 | i | 0.6 | -6%
Cc1cccc(C(=O)NC(=S)NCc2ccccc2)c1 | i | 0.4 | 2%
COc1cc(C2CC(=O)Oc3cc(C)cc(C)c32)cc(OC)c1OC (stereo unspecified) | i | 1.0 | -5%
CC(OC(=O)CC1CCCCC1)C(=O)Nc1ccc(F)cc1 (stereo unspecified) | i | 1.4 | 3%
Cn1cnc([N+](=O)[O-])c1S(=O)(=O)Oc1ccc(Cl)cc1 | ? | . | -51%
CN1C[C@@H]2[C@@H]3C(=O)N(Cc4ccccc4)C(=O)[C@@H]3[C@](C)(C1=O)N2C(=O)c1ccc(C(C)(C)C)cc1 | i | 1.4 | 3%
CCOc1ccc(NC(=O)CN(C)C(=O)c2ccc(N3CCCCC3)c([N+](=O)[O-])c2)cc1OCC | i | 1.6 | -9%
c1ccc(-c2nc3cccnc3nc2-c2ccccc2)cc1 | i | 0.2 | -2%
COc1ccc(S(=O)(=O)N2CCOCC2)cc1C(=O)NCC(c1ccccc1)c1ccccc1 | i | 2.1 | -6%

Quoted at random: 7 compounds from above, in no set order.
SMILES | Myeloid diff MLP | Myeloid diff MLP GFP+ MAC1+ % | NS5 inhibitors | others
CN(CC(=O)Nc1ccc(F)c(F)c1F)C(=O)CCCc1nc2ccccc2c(=O)[nH]1 | i | 0.5 | -1%
CN1C[C@@H]2[C@@H]3C(=O)N(Cc4ccccc4)C(=O)[C@@H]3[C@](C)(C1=O)N2C(=O)c1ccc(C(C)(C)C)cc1 | i | 1.4 | 3%
O=C(Oc1ccc(F)c(F)c1)c1ccc2c(=O)n3c(nc2c1)CCC3 | i | 0.5 | -4%
CCCCN(C(=O)CC1CCCC1)c1c(N)n(CCC)c(=O)[nH]c1=O | i | 0.5 | -6%
Nc1cc([N+](=O)[O-])ccc1OCc1ccccc1 | i | 1.3 | -6%
CC(CNC(=O)CN1C(=O)NC2(CCCCC2)C1=O)c1ccccc1 (stereo unspecified) | i | 0.4 | -5%
O=C(COc1ccc(F)cc1Br)NCc1nnc2ccccn12 | i | 0.6 | -6%

Next part
SMILES | Myeloid diff MLP | Myeloid diff MLP GFP+ MAC1+ % | NS5 inhibitors | others
CCCNC(=O)C(Cc1ccccc1)NC(=O)c1ccc(C(C)(C)C)cc1 (stereo unspecified) | i | 0.3 | -5%
O=C(NC(=S)Nn1cnnc1)c1ccccc1 | i | 2.1 | -6%
CCC[C@@H](CN1CCC[C@H]1CN1C(N)=NC[C@@H]1Cc1ccccc1)N1C[C@@H](Cc2ccccc2)N(CCc2ccc(Cl)c(Cl)c2)C1=N | i | 1.8 | -2%
CN(C(=O)c1cccc(NC(=O)C2CCN(C(=O)OC(C)(C)C)CC2)c1)C1CCCCC1 | i | 2.5 | -6%
NN=C1c2ccccc2C(=O)C1C(=O)C(c1ccccc1)c1ccccc1 (stereo unspecified) | i | 1.5 | ?
Cc1c[n+]([O-])ccc1Oc1ccc([N+](=O)[O-])cc1 | i | 0.8 | -11%
C=CCNC(=O)c1onc(CSc2ccc(F)cc2)c1C(=O)NCC=C | i | 2.5 | -4%
CN(CC(=O)Nc1ccccc1Cl)C(=O)COC(=O)C1CCN(c2ccc(C(F)(F)F)cn2)CC1 | i | 0.9 | -4%
Cc1cnc(C(=O)OC(C)C(=O)Nc2cccc3ccccc23)cn1 (stereo unspecified) | i | 0.5 | 9%
Cc1cc(Br)ccc1NC(=O)CN(C)C(=O)C1CCN(C(=O)c2ccc(Cl)cc2)CC1 | i | 0.5 | -4%
O=C(c1cc(=O)[nH]c2ccccc12)N1CC=C(c2ccccc2)CC1 | i | 0.7 | 8%
COc1ccccc1OCC(=O)NNC(=O)c1ccc(F)c(S(=O)(=O)N2CCOCC2)c1 | i | 0.4 | 3%

Arranged by length of the SMILES (high to low): some entries from above.
SMILES | Myeloid diff MLP | Myeloid diff MLP GFP+ MAC1+ % | NS5 inhibitors | others
O=C(Nc1ccn(CCCN2CCN(Cc3cccc4ccccc34)CC2)c(=O)n1)OCc1ccccc1 | i | 0.7 | 1%
CC(=O)c1ccc(-c2ccc(C(=O)N(C)Cc3nc4ccccc4c(=O)[nH]3)o2)cc1 | i | 0.6 | -3%
Cc1cc(C(=O)OCC(=O)NCCc2ccccc2)c2ccccc2n1 | i | 1.6 | -10%

(cont.)
SMILES | Myeloid diff MLP | Myeloid diff MLP GFP+ MAC1+ % | NS5 inhibitors | others
CC(=O)N[C@H](Cc1c[nH]c2ccccc12)C(=O)O | i | 0.9 | -4%
O=C(CN1C(=O)NC2(CCCCCCC2)C1=O)Nc1c(Cl)cccc1Cl | i | 0.4 | -3%
CC(=O)C[C@H](O)CC(=O)[C@@H]1OC(=O)CCCCC/C=C/Cc2ccccc21 | i | 1.8 | -4%
CCOc1ccc(N2CC(C(=O)Nc3cccc(C(=O)NC4CC4)c3)CC2=O)cc1 (stereo unspecified) | i | 0.5 | -10%
Cc1ccnn1-c1ccc(C(=O)NCc2ccccc2CN2CCOCC2)cc1 | i | 0.7 | -8%
CNc1nc(N/N=C/c2cc([N+](=O)[O-])ccc2F)nc(Nc2ccccc2)n1 | i | 0.1 | -2%
CN(CC(=O)Nc1ccccc1C(=O)NC1CC1)Cc1ccc(Cl)s1 | i | 0.9 | -1%
O=C(NCC(c1ccco1)N1CCCCC1)c1ccc(S(=O)(=O)Nc2ccccc2)cc1 (stereo unspecified) | i | 0.4 | 2%
CCN(CC(=O)NCc1cccs1)C(=O)c1ccc([N+](=O)[O-])o1 | i | 0.6 | -12%
C=Cc1cnc([N+](=O)[O-])n1C | i | 1.1 | -1%
O=C1C(=Cc2ccccn2)CCc2ccccc21 | ? | . | -33%
COC(=O)C[C@H]1c2cc(F)cc(F)c2S(=O)(=O)N1C1CCN(Cc2ccccc2)CC1 | i | 0.6 | -5%
CCOC(=O)c1ccccc1NC(=O)COC(=O)CCNS(=O)(=O)c1ccc(C)c(C)c1 | i | 0.9 | 1%
c1coc(-c2nc(N=C3N=c4ccccc4=N3)[nH]c2-c2ccco2)c1 | i | 0.3 | 1%
O=C1N[C@@H](c2ccccc2)COC(=O)[C@H](Cc2ccc(F)cc2)CC/C=C/C[C@H]1CC(=O)N(CCO)Cc1ccccc1 | i | 0.2 | 1% | NS5 inhibitors pilot replicate=-2.4
COc1ccc(C(=O)Nc2ccccc2C(=O)Nc2ccccc2)cc1 | i | 0.9 | 3%
CS(=O)(=O)c1nc([N+](=O)[O-])nn1CCCc1ccccc1 | i | 0.2 | -6%
CS(=O)(=O)c1ccc2nc(NC(=O)CCNC(=O)c3ccccc3Cl)sc2c1 | i | 1.2 | -7%
Cc1ccc(OCCC(=O)OCC(=O)Nc2ccc3[nH]c(=O)[nH]c3c2)cc1 | i | 0.2 | 5%
COc1ccc(C(CNS(=O)(=O)c2ccccc2)N2CCN(C)CC2)cc1 (stereo unspecified) | i | 1.0 | 5%
CN(Cc1ccc(Cl)c(Cl)c1)C(=O)C1=CC=CN2CCS(=O)(=O)N=C12 | + | 7.9* | 1%
O=C(COC(=O)c1ccc2c(c1)OCO2)Nc1cccc(F)c1 | i | 0.6 | -3%
Cc1ccc(S(=O)(=O)N(C)C)cc1NC(=O)CN1C(=O)NC2(CCc3ccccc32)C1=O (stereo unspecified) | i | 1.1 | -1%
CC(OC(=O)/C=C/c1ccco1)C(=O)NC1CCCCC1C (stereo unspecified) | i | 0.4 | -5%
Cc1ccccc1CNC(=O)C(=O)NCC1CCCN1S(=O)(=O)c1ccccc1 (stereo unspecified) | i | 0.5 | 4%
COc1ccc(C2(C)NC(=O)N(CC(=O)Nc3ccc4ccccc4c3)C2=O)cc1OC (stereo unspecified) | i | 1.4 | -4%
CCOc1cc(C=NNC(=O)c2cccc(S(=O)(=O)N3CCCC3)c2)ccc1O | i | 0.2 | -1%
Cc1ccc(S(=O)(=O)N(C)C)cc1NC(=O)COC(=O)CCC1CCCCC1 | i | 1.0 | -3%
Cc1cc(C(=O)COC(=O)/C=C/c2ccc(F)cc2)c(C)n1C | i | 1.2 | -10%
O=C(CSc1nc(=O)n(CCCN2CCOCC2)c2c1CCCC2)Nc1ccccc1Cl | i | 0.9 | -6%
CN(CC(=O)Nc1cccc(F)c1)C(=O)CSc1ccc(Br)cc1 | i | 2.3 | -12%
O=C(O)C(Cc1ccc(O)cc1)N1C(=O)c2c(Cl)c(Cl)c(Cl)c(Cl)c2C1=O (stereo unspecified) | i | 0.5 | 17%
